GC-B act: human GC-B receptor activators, primary screen, HEK293 GC-B cells, cGMP TR-FRET, EC30 CNP; 370,000 compounds, 0.11% hits; Atrial natriuretic peptide receptor 2 (Homo sapiens), P20594; 0% at EC30 CNP, 100% saturating CNP; AID 1920062, 2024; activation, % at 10 µM;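 active = activation at 10 µM reaching about 35% in either raw or pattern-adjusted values, limit read from the data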
NPR1 activator: GC-A stimulated cGMP production enhancers – HEK293 GC-A cells, cGMP TR-FRET, EC30 ANP, primary screen | Atrial natriuretic peptide receptor 1 (Homo sapiens), P16066 | 0% at EC30 ANP, 100% saturating ANP | activation, % at 10 µM | 370,000 compounds, 0.14% hits | AID 1671463, 2021; in the data active = activation above about 40%
SIAE inh: human SIAE inhibitors, primary screen, biochemical, fluorescence polarization, FP-Rh probe, 1536-well HTS; Sialate O-acetylesterase (Homo sapiens), Q9HAT2; SIAE FP-Rh probe binding; inhibition, % at 9.66 µM; 370,000 compounds, 0.69% hits;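 active = inhibition above a cutoff: mean of compounds within the control limits plus 3 SD of those, cut at about 17% in these data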;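 also: 0% = plate median of compound wells and 100% = probe without SIAE protein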
Target sequence (Q9HAT2 whole entry, looked up): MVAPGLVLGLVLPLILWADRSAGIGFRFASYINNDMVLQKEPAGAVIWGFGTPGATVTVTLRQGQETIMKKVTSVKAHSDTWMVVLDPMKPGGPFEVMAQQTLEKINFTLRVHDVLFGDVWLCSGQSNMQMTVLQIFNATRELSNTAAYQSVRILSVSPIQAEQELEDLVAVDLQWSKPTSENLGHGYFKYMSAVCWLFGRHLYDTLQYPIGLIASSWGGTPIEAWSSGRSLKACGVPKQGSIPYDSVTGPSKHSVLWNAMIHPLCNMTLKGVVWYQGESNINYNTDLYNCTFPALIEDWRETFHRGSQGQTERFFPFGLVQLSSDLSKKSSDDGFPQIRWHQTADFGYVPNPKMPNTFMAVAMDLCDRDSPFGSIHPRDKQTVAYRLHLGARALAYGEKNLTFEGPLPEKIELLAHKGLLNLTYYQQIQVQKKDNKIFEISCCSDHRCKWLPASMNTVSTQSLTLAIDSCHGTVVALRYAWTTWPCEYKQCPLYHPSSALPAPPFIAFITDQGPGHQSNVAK
TCR-CD3 inh: inhibitors of human TCR-CD3 interaction, primary screen, biochemical, fluorescence, TAMRA-labeled TCR probe; T-cell receptor (TCR); inhibition, % at 9.4 µM; 360,000 compounds, 0.37% hits; in the data active = inhibition above about 19%;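 also: recombinant mutant TCR 2C K166C tagged with TAMRA read by polarization; 0% = receptor in buffer alone and 100% = receptor with positive control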
MBD2 inh: inhibitors of MBD2 binding to methylated DNA, primary screen, biochemical, TR-FRET, DNA-binding domain, human | inhibition, % at 4.4 µM | MBD2 binding to methylated oligonucleotide | AID 686964, 2013 | 370,000 compounds, 0.31% hits; in the data active = inhibition above about 13%
Target sequence (Q9UBB5 whole entry, looked up, the tested form may be a part): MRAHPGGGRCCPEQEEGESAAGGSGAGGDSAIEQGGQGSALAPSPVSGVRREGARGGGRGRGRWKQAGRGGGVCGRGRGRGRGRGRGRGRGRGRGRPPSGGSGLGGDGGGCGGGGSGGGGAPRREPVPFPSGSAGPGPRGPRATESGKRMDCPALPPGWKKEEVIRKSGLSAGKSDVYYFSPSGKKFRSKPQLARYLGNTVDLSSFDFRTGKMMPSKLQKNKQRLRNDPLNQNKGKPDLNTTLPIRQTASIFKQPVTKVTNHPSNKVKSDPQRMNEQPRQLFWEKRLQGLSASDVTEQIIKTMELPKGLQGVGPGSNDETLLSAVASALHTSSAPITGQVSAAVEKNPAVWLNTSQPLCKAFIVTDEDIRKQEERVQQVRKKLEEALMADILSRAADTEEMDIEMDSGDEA
HTRA1 inhibitor: HTRA1 serine protease inhibitors, primary screen, biochemical, fluorescence polarization, HTS; inhibition, % at 5.96 µM; AID 504803, 2011; recombinant HTRA1, FP-rhodamine activity-based probe; Q92743; 340,000 compounds, 0.5% hits; in the data active = inhibition above about 36%;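 also: 0% = enzyme with DMSO and 100% = wells lacking enzyme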
UHRF1 MBD2 ctr: UHRF1 methylated DNA binding inhibitors, primary screen, counter-screen for MBD2 inhibitor project, biochemical, TR-FRET, human UHRF1, single concentration. E3 ubiquitin-protein ligase UHRF1 (Homo sapiens), Q96T88. UHRF1 binding to methylated oligo. inhibition, % at 4.4 µM. 370,000 compounds, 0.75% hits; in the data active = inhibition above about 21%;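 also: UHRF1 SRA domain binding a hemimethylated CpG hairpin DNA probe; 0% = median of test compound wells and 100% = reference inhibitor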
PRMT1 FP inh: PRMT1 methyltransferase inhibitors, primary screen, biochemical, fluorescence polarization; recombinant PRMT1, activity-based probe fluorescence polarization; inhibition, % at 2.79 µM; 370,000 compounds, 1.3% hits;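 active = inhibition above about 21% made by adding two undisclosed values, limit read from the data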
mABHD4 FP: ABHD4 inhibitors, primary screen, biochemical, fluorescence polarization, mouse; (Lyso)-N-acylphosphatidylethanolamine lipase (Mus musculus), Q8VD66; purified mABHD4, FP-Rh probe fluorescence polarization; inhibition, % at 8.92 µM; 370,000 compounds, 0.54% hits; AID 720543, 2013;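 active = inhibition exceeding the mean over every tested compound plus 3 SD, cut at about 30% in these data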;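 also: 0% = plate median of compound wells and 100% = S159A mutant with DMSO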
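Material: mouse ABHD4 enzyme, wild type; Benchmarks: S159A mutant high control, sample median low control; Buffer or medium: HEPES pH 7.0, NaCl, Pluronic buffer; Signal: fluorescence polarization; Read-out: percent inhibition of probe binding, normalized to plate controls; Timing: pre-incubation 45 min, probe exposure 60 min, at 25 °C; Dosing: 8.92 µM, single dose.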
rCAG RNA binder: binders of r(CAG) RNA repeats, primary screen, biochemical, fluorescence. inhibition, % at 3 µM. r(CAG) RNA repeat, TO-PRO-1 dye displacement fluorescence. 370,000 compounds, 1.3% hits. AID 651821, 2012;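 active = inhibition above the plate cutoff, the mean of all test compounds on that plate plus 3 SD, cut at about 35% in these data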;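 also: 0% = DMSO alone and 100% = 100 µM mitoxantrone as full dye displacement; higher means more dye released from RNA so lower well fluorescence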
An asterisk follows results filed as active; . = no result given; & = joins results of further samples. Some of the compounds tested. The share of hits here may be higher or lower than overall.

SMILES	GC-B act	NPR1 activator	SIAE inh	TCR-CD3 inh	MBD2 inh	HTRA1 inhibitor	UHRF1 MBD2 ctr	PRMT1 FP inh	mABHD4 FP	rCAG RNA binder
Cc1c(NP(=O)(C(C)(C)C)C(C)(C)C)c(=O)n(-c2ccccc2)n1C	-1	-1	7	8	-4	4	1	-3	-2	-1
Cn1c(O)c(C=Nc2cccc(C(F)(F)F)c2)c(=O)n(C)c1=O	0	2	-4	3	-4	1	-3	22*	-5	-3
CCc1nc2ccccc2c(=O)n1-c1ccc2ccccc2c1	-1	-6	-2	5	1	-8	5	1	-2	1
CCOc1ccccc1OCC(=O)Nc1ccc(Cl)cc1C(=O)c1ccccc1	-7	-7	-2	2	-2	-7	-2	-3	-2	0
N[C@@H](CCl)C(=O)O	2	1	-4	-4	0	2	-2	1	2	2
O=[N+]([O-])/C=C1\NCCN1Cc1ccc(Cl)nc1	3&5	2&5	6&6	11&12	3&-5	-1&15	-1&-2	4&-1	3&3	-1&3
CCCCCCC[n+]1ccc(-c2cc[n+](CCCCCCC)cc2)cc1	-3	-2	-3	2	-2	13	5	7	1	6
COc1cc(C(=O)OC2C[C@H]3CC[C@@H](C2)N3C)ccc1O (stereo partly drawn)	-2	4	7	4	4	5	1	7	3	-4
CCOC(=O)C1(c2ccccc2)CCN(CCC(=O)Nc2ccc(C(=O)OC)cc2)CC1	-1	-3	1	-4	-4	-3	0	-2	4	-1
CCOC(=O)c1cc2c(cn1)[C@H](CCO)NC2	6	2	-4	2	0	1	0	0	1	2
COc1ccc(C=O)cc1O	2	0	3	1	-5	3	-1	2	2	0
O=c1[nH]c(=O)n(C2CCCCC2)c(O)c1C=NCCCn1ccnc1	-1	1	1	2	4	0	-1	-1	2	-4
C[N+]1(C)CCC(OC(=O)C(c2ccccc2)c2ccccc2)CC1	2	0	6	5	-1	1	-1	0	-7	1
CCCCOCCCn1c(N)c(C(=O)OCCOC)c2nc3ccccc3nc21	1	9	-9	0	1	-2	-5	1	-7	-4
Cc1ccc(-c2nc3ccc(Cl)cc3n2OC(=O)N(C)C)cc1	5	7	1	2	1	-15	1	0	0	-1
CCCCCCNc1nc(OC)nc(N2CC3CC(C2)c2cccc(=O)n2C3)n1 (stereo not drawn)	1	-3	0	-3	-2	-2	3	5	-1	-8
CC(C)NS(=O)(=O)c1ccc(OCC(=O)N2CCN(Cc3ccccc3)CC2)cc1	5	-3	-4	-1	-5	6	-4	-3	4	-6
O=CC(Br)P(=O)(N1CCOCC1)N1CCOCC1 (stereo not drawn)	4	3	0	-1	-4	.	0	26*	-2	0
O=C1NC(=O)C(=Cc2ccco2)C(=O)N1	5	12	4	3	-1	12	14	8	-1	2
O=C1NC(=O)N(Cc2ccc(F)cc2)C(=O)/C1=C/c1cccs1	12	19	-49	-52	-1	-2	0	19	-93	21
CCOC(=O)C(O)(c1cn(C)c2ccccc12)C(F)(F)F (stereo not drawn)	0	0	3	-4	1	-4	19	1	8	1
Cc1nc2ccc(Br)cc2c(=O)n1-c1ccc([N+](=O)[O-])c(C(F)(F)F)c1	0	-3	-5	1	-2	-30	1	-5	-14	2
Cc1cccc(OP(N)(N)=O)c1C	-1	-1	2	3	2	0	-1	-1	0	2
CC1([N+](=O)[O-])COP(=O)(Nc2ccccc2F)OC1 (stereo not drawn)	6	-2	2	0	-2	7	-3	-2	2	2
CCOC(=O)CN1C(=O)C2(C(C#N)=C(N)Oc3ccccc32)C(C(=O)OC)=C1C (stereo not drawn)	2	2	1	1	4	-10	1	3	2	-6

2 compounds from above, limited to MBD2 inh, TCR-CD3 inh and NPR1 activator:
Compound | MBD2 inh | TCR-CD3 inh | NPR1 activator
CCc1nc2ccccc2c(=O)n1-c1ccc2ccccc2c1 | 1 | 5 | -6
CCOc1ccccc1OCC(=O)Nc1ccc(Cl)cc1C(=O)c1ccccc1 | -2 | 2 | -7

Next structures
SMILES	GC-B act	NPR1 activator	SIAE inh	TCR-CD3 inh	MBD2 inh	HTRA1 inhibitor	UHRF1 MBD2 ctr	PRMT1 FP inh	mABHD4 FP	rCAG RNA binder
O=C1CC(c2cccnc2)=NN1c1ccccc1	1	1	28*	7	4	4	13	1	4	25
COc1ccc(CCNCc2ccccc2F)cc1	0	-4	-9	1	-1	-5	-2	-1	8	-3
N#CC(c1cccnc1)N1CCOCC1 (stereo not drawn)	2	3	-1	-6	-3	1	0	5	3	-3
COc1ccc2c(C)c(CC(=O)N3C[C@H]4C[C@@H](C3)c3cccc(=O)n3C4)c(=O)oc2c1	-4	1	-5	-4	6	-7	1	11	-8	0
CCCCCn1c(=O)c(C(=O)Nc2c(C)n(C)n(-c3ccccc3)c2=O)c(O)c2ccccc21	8	-7	5	7	2	2	-3	-3	1	-3
CCC[C@H](N[C@@H](CCC)[C@H](O)c1ccccc1)[C@H](O)c1ccccc1	-6	-7	3	-1	4	-5	-1	0	-6	-13
O=c1[nH]cc(N(CCCl)CCCl)c(=O)[nH]1	-4	3	-4	.	-3	.	-5	-8	-7	3
CC(CN(C)C1CCN(C)CC1)c1ccccc1 (stereo not drawn)	0	2	1	0	4	6	0	3	-1	-3
CCCCNC(=S)N1CCn2cccc2C1c1cccnc1 (stereo not drawn)	1	-3	4	-8	1	2	3	2	0	-5
CCCCCCCSc1cc(OC)c(CCNC)cc1OC	-6	1	5	8	1	22	0	-2	28	12
O=C(CF)N(O)c1ccc(C=Cc2ccccc2)cc1	-7	6	9	3	4	2	2	6	-6	6
C=C1C/C(=C/C)C(=O)O[C@@H]2CCN3CC=C(COC(=O)[C@]1(C)O)[C@H]23	1	1	3	0	3	-8	-2	0	7	-1
O=c1[nH]c(=O)n(-c2ccccc2)c(O)c1/C=C/C=Nc1ccccc1	1	-5	-10	-5	-6	5	-15	-39	-5	-63
O=c1[nH]c(CN2CC=C(c3ccccc3)CC2)nc2scc(-c3cccs3)c12	0	-5	-1	5	-3	-17	-3	-6	-11	7
O=[N+]([O-])c1oc2ccc3ccccc3c2c1CCO	0	-4	0	4	-2	-6	-5	-3	4	4
O=c1[nH]c2ccccc2n1C1CCN(CCCC(c2ccc(F)cc2)c2ccc(F)cc2)CC1	0	-2	6	4	0	-15	-1	-3	21	4
CC[C@]12CCN(CC3(O)CC3)[C@H](Cc3ccc(O)cc31)C2(C)C	1	3	0	2	2	.	-3	-1	2	3
COC(=O)C1=C(c2cccc(OC)c2OC)C[C@@H]2CC[C@H]1N2C(=O)NC1CC1	3	1	3	2	-3	8	-2	1	4	4
NC(=O)c1cc(N2CC2)c([N+](=O)[O-])cc1[N+](=O)[O-]	3	2	-4	0	-3	4	-3	3	2	1
COc1ccccc1OCC#CCN1CCCCCC1	5	1	-1	-6	2	1	0	2	13	-3
COc1ccc(N2C(=O)NC(=O)/C(=C\c3ccc([N+](=O)[O-])s3)C2=O)cc1	-2	2	-65	-54	1	18	5	39*	-71	76*
CCC(=O)C(CCN1CCOCC1)(c1ccccc1)c1ccccc1	-10	-13	-5	3	-3	4	-1	-2	-2	-9
N#Cc1c(N2CCNCC2)nc(-c2ccco2)c2c1CCCC2	-11	-10	2	0	1	2	2	9	-7	8
Cc1n[nH]c(C)c1CCN	-5	10	-3	-4	-2	5	1	0	2	0
COC(=O)C1=C(c2ccc(OCc3ccccc3)cc2)C[C@@H]2CC[C@H]1N2C(=O)NCCCc1ccccc1	1	-2	-1	5	-5	-8	-2	-1	22	1

Rewritten with values under each structure: entries from further up
Results follow in this order: GC-B act, NPR1 activator, SIAE inh, TCR-CD3 inh, MBD2 inh, HTRA1 inhibitor, UHRF1 MBD2 ctr, PRMT1 FP inh, mABHD4 FP, rCAG RNA binder
COc1ccc2c(C)c(CC(=O)N3C[C@H]4C[C@@H](C3)c3cccc(=O)n3C4)c(=O)oc2c1
  -4, 1, -5, -4, 6, -7, 1, 11, -8, 0
O=c1[nH]c(=O)n(-c2ccccc2)c(O)c1/C=C/C=Nc1ccccc1
  1, -5, -10, -5, -6, 5, -15, -39, -5, -63
O=c1[nH]c2ccccc2n1C1CCN(CCCC(c2ccc(F)cc2)c2ccc(F)cc2)CC1
  0, -2, 6, 4, 0, -15, -1, -3, 21, 4

The listing continues:
SMILES	GC-B act	NPR1 activator	SIAE inh	TCR-CD3 inh	MBD2 inh	HTRA1 inhibitor	UHRF1 MBD2 ctr	PRMT1 FP inh	mABHD4 FP	rCAG RNA binder
O=C(NC1CCCCC1)N1Cc2ccc(Br)cc2-n2nncc2C1	-2	-3	-3	-2	2	.	-1	3	-1	-1
O=C(Cc1ccccc1)OCCN1CCOCC1	0	2	3	10	-4	3	-3	1	2	2
O=C1/C(=C/c2ccccc2Cl)N2CCC1CC2	8	2	1	-5	3	0	-2	1	0	-3
O=[N+]([O-])c1cnc[nH]1	5	4	2	1	2	-4	-1	0	-16	1
C[C@]12CCC3C(CC[C@H]4C[C@@H](O)CC[C@]34C)C1CC[C@@H]2N (stereo partly drawn)	1	-5	2	1	-2	-7	1	1	1	6
Oc1cc2c(cc1CN1CCN(c3ccccc3F)CC1)OCO2	0	6	5	2	-6	-1	-1	7	2	-3
CS(=O)(=O)c1ccc(C2=C(CNC(=O)c3cccs3)[C@H]3CC[C@@H](C2)N3Cc2ccco2)cc1	0	0	-3	-2	3	-1	0	6	2	6
NC(Cc1ccc(Cl)cc1)c1csc(Nc2cnccn2)n1 (stereo not drawn)	-10	-28	-1	3	4	.	-2	-3	7	8
CCC(=O)Nc1ccccc1	1	3	0	-5	5	1	0	4	2	-1
COC(=O)C1=C(c2ccc(OC)c(OC)c2)C[C@@H]2CC[C@H]1N2C(=O)NCCO	-4	2	9	-1	0	8	2	1	3	0
O=C(O)C(O)(c1ccccc1)C1CCCC1 (stereo not drawn)	1	4	-2	8	-3	0	1	2	-2	5
C/C(=N\NC(=O)c1ccccc1Cl)c1c(O)n(C2CCCCC2)c(=O)[nH]c1=O	4	4	10	16	-5	7	-1	15	8	19
COC(=O)Cn1cc(/C=C2\C(=O)NC(=O)N(c3ccccc3)C2=O)c2ccccc21	8	28	-130	-2	-1	-2	-1	1	-3	-2
CCC(=Nc1ccc(OC)cc1OC)c1c(O)n(C2CCCCC2)c(=O)[nH]c1=O	3	2	-1	2	3	-18	-1	-1	-3	-5
O=C1NC(=O)N(Cc2ccccc2)C(=O)/C1=C/c1cnc(-c2ccccc2)nc1	-8	-1	-4	3	3	-2	-5	7	-2	13
CP(=O)(O)CN1CCCCC1	-1	1	-5	-3	9	-8	3	3	0	-2
CC1(C)CC(n2[nH]c(=O)c3c2NC(=O)CSC3c2ccc(F)cc2)CCO1 (stereo not drawn)	5	-2	5	-9	0	2	0	1	-2	-2
CCn1c(=O)cc(OCC(=O)N2CCN(Cc3ccc4c(c3)OCO4)CC2)c2ccccc21	6	-2	3	-1	-5	-6	1	4	10	-7
NC1CCCCC1N=Cc1c(O)n(Cc2ccc(F)cc2)c(=O)[nH]c1=O (stereo not drawn)	-2	-4	-1	-2	0	-10	1	1	3	11
